Screening data: PubChem, Sanford-Burnham Center for Chemical Genomics
MT1-MMP act inh: inhibitors of human MT1-MMP activation; P50281; HT1080 RFP-PRO-GFP cells, GFP/RFP ratio fluorescence, overnight; percent of plate control window, DMSO zero; GFP/RFP ratio change, % at 20 µM; hit rate 0.061% among 360,000; AID 651647;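 active = GFP/RFP ratio change of at least 30% with cell ATP level not reduced by more than half and red fluorescence within 50% of control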; also: strong numbers were not always called active
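Assay system: RFP-PRO-GFP reporter HT1080 cells; read-out basis: GFP/RFP fluorescence ratio; benchmarks: DMSO wells and RFP-L50D-GFP cells; doses: 20 µM single dose, 1% DMSO; schedule: overnight cell settling, then overnight compound exposure, 37 °C, 5% CO2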
DNMT1 inh: DNMT1 (human) enzyme inhibition; P26358; DNMT1 molecular beacon, Hinp1I cleavage, fluorescence; inhibition (reported as % activation of signal), % at 10 µM; hit rate 0.83% among 360,000; AID 588458; in the data active = inhibition above about 50%
Scp-1 inhibitor: inhibitors of human Scp-1 phosphatase; inhibition, % at 20 µM; Recombinant Scp1, phosphopeptide, malachite green phosphate absorbance; Q9GZU7; hit rate 0.88% among 340,000;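 active = inhibition above about 50% at 20 µM, limit read from the data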;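 also: plate controls were DMSO wells with enzyme for no effect and wells lacking enzyme for full effect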
Target sequence (Q9GZU7 76-261 limits assumed): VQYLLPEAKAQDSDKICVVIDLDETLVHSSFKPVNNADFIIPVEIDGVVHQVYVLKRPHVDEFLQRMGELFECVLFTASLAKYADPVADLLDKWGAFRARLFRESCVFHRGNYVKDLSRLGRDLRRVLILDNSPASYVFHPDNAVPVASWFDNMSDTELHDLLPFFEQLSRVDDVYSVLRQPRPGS
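System: SCP-1 catalytic domain; Reagent: Phospho 17-mer peptide substrate; Doses: one concentration, 20 µM, with 1.0% DMSO; Incubation: 45 min room-temperature reaction, 5 min colour, 30 min stabiliser; Signal: Phosphate-binding colour reagent, absorbance read at 630 nm.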
CendR NRP1 mod: NRP-1/CendR interaction modulation. O14786. FAM-RPARPAR peptide binding to NRP-1, fluorescence polarization. inhibition, % at 25 µM. hit rate 0.85% among 360,000;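 active = inhibition or corrected inhibition above about 18%, plus a signal ratio from 0.5 to 1.5, limit read from the data, passing the limit was not always enough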; also: strong numbers were not always called active
STEP inh: blocks human striatal-enriched tyrosine phosphatase; P54829; recombinant STEP, OMFP fluorogenic substrate, fluorescence; hit rate 0.25% among 360,000; inhibition, % at 20 µM;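 active = inhibition at 20 µM, scaled per plate between control wells, above about 37%, limit read from the data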;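 also: 0% = DMSO with enzyme and substrate and 100% = substrate only without enzyme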
Target sequence (P54829 whole entry, looked up): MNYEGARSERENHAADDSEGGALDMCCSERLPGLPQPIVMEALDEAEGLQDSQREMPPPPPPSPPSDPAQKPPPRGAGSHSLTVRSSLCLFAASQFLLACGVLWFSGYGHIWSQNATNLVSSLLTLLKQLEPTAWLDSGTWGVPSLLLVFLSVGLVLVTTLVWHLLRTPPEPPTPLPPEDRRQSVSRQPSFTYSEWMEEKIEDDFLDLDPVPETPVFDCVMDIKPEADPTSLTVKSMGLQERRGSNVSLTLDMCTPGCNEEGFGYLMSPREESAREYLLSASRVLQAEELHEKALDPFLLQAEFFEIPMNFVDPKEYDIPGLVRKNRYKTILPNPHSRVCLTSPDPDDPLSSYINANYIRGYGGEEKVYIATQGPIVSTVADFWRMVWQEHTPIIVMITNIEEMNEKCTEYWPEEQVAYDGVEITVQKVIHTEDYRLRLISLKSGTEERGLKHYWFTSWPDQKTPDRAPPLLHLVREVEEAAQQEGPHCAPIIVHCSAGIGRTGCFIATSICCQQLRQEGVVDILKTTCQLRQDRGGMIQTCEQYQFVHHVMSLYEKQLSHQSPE
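medium = Bis-Tris buffer pH 6.0, 2.5 mM DTT, 0.005% Tween 20 | test system = STEP (striatal-enriched tyrosine phosphatase) enzyme, cell-free | measure = normalized % inhibition | compound dosing = 20 µM, 1% DMSO | also added = 25 µM OMFP | schedule = reaction 20 min, ambient temperature | measured by = fluorescence read at 480 nm ex / 540 nm em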
SKN-1 inh: inhibitors of C. elegans SKN-1; inhibition, % at 21.8 µM; C. elegans VP596 Pgst-4::GFP/RFP ratio, acrylamide-induced, 24 h; hit rate 0.49% among 360,000; AID 624304;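 active = interference check ratio from 0.5 to 1.5 plus GFP to RFP signal ratio inhibition reaching or exceeding a fixed threshold, cut at about 30% in these data, passing the limit was not always enough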; also: some compounds called inactive have numbers as strong as hits
Rpn11 block: blocks the human proteasome subunit Rpn11 | O00487 | human 26S proteasome, Ub4-pepOG fluorescence polarization; 20S core pre-blocked with epoxomicin | AID 588493 | hit rate 0.59% among 360,000 | calls only at 20 µM;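 active = inhibition at 20 µM, scaled to each plate's controls, above about 33%, limit read from the data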
LMPTP inh: blocks human LMPTP phosphatase; P24666; recombinant LMPTP-A, OMFP fluorogenic substrate, fluorescence intensity; inhibition, % at 20 µM; hit rate 0.22% among 360,000; AID 651560;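 active = compounds that cut the enzyme signal by at least half of the control window in the single-dose screen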;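 also: plate controls were DMSO wells with enzyme plus substrate for no effect and substrate without enzyme for full effect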
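Assay system: LMPTP-A enzyme. Input: 0.625 nM LMPTP-A final. Probe or stimulus: 400 µM OMFP. Compound dosing: single 20 µM dose. Schedule: 50 min dark incubation at room temperature. Detection: fluorescence intensity of OMFP turnover product. Read-out: percent inhibition versus substrate-only and uninhibited controls. Benchmarks: no-enzyme low control, uninhibited high control.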
SUMO1 PPI mod: alters human SUMO1 binding to SIM partners; AID 602429; hit rate 0.33% among 360,000; inhibition, % at 20 µM; SUMO1 binding to a labelled peptide, TR-FRET, 1 h; in the data active = inhibition above about 37%
Target sequence (P63165 whole entry, looked up): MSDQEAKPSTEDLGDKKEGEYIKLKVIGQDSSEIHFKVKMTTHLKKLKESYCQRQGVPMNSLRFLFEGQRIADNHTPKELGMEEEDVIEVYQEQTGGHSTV
NadD block: blocks S. aureus nicotinate mononucleotide adenylyltransferase; purified NadD enzyme, colorimetric absorbance read-out; inhibition, % at 20 µM; hit rate 0.78% among 360,000; in the data active = inhibition above about 26%; also: some compounds past the cut are filed as inactive
An asterisk follows results filed as active; i = inactive.

structure,MT1-MMP act inh,DNMT1 inh,Scp-1 inhibitor,CendR NRP1 mod,STEP inh,SKN-1 inh,Rpn11 block,LMPTP inh,SUMO1 PPI mod,NadD block
CCOC(=O)C1=C(C)NC(C)=C(C(=O)OCC)C1c1cc2ccc(C)cc2[nH]c1=O,0,-3,-7,-6,-2,10,i,-2.0,4,-1
COc1ccccc1OCC(O)CN1CCOCC1 (configuration not stated),2,0,-12,1,0,16,i,-2.7,-1,-3
CC1CCC2(CC1)NC(=O)N(CC(=O)NCc1cccs1)C2=O (configuration not stated),-6,12,-2,-7,0,-6,i,-2.2,-2,-4
Fc1ccc2cc(-c3ccccc3)ncc2c1,0,5,3,-4,0,40*,i,-1.3,-13,0
COc1ccc(NC(=O)Cn2nnc(C(=O)NCCc3ccccc3)c2N)cc1,-1,3,-5,-43,-1,7,i,24,1,-2
CC(C)CC(=O)NC(=S)NNC(=O)c1ccc(NC(=O)C2CCCCC2)cc1,3,-2,-5,17,1,-7,i,-0.9,3,9
COc1cccc(NC(=O)CN(C)C(C)C(=O)Nc2ccc(C(C)=O)cc2)c1 (configuration not stated),-2,-3,5,3,-1,1,i,-0.8,2,-6
COc1ccc(CCN2CC(C(=O)NCCc3ccc(F)cc3)CCC2=O)cc1 (configuration not stated),0,1,-3,1,0,-1,i,-0.9,-3,1
COc1ccc(CNC(=O)N2CCN(S(=O)(=O)c3ccccc3)CC2)cc1,0,10,8,1,-5,9,i,-1.3,4,-1
CCCCCCn1nc(C(=O)N(CCCC)c2c(N)n(CCC)c(=O)[nH]c2=O)c2ccccc2c1=O,-3,2,-7,3,-3,-6,i,-0.8,3,-2
COc1ccc(CNC2CCCC2)c(OC)c1OC,-3,0,3,-2,0,5,i,-0.9,-2,1
CN1CCN(C(c2cccc(C(F)(F)F)c2)c2nnnn2Cc2ccccc2)CC1 (configuration not stated),-2,0,-5,1,0,5,i,-0.1,-5,-6
CCN1CCN(CC(=O)Nc2cc3c(cc2C(C)=O)OCO3)CC1,-8,3,-2,-16,-2,-8,i,-2.1,-12,-9
Cc1c(C(=O)NNC(=O)c2ccncc2)oc2ccc(Br)cc12,2,-1,-3,-20,4,-6,i,0.1,1,-1
CC(C)C(NC(=O)c1ccc2c(c1)OCO2)C(=O)N/N=C\c1ccco1 (configuration not stated),-2,5,3,-14,0,-7,i,-2.1,-7,14
CCCCC(=O)Nc1ccc(NC(=S)NC(=O)CC)cc1OC,5,2,10,-5,-1,-9,i,0.2,1,2
CC(=O)c1ccc(NC(=O)c2sc3nc4n(c(=O)c3c2C)CCCCC4)cc1,4,-5,-6,-8,-3,-5,i,1.1,-8,4
CC1CN(C2CCN(C(=O)COc3ccccc3)CC2)CC(C)O1 (configuration not stated),-14,4,-2,19,1,-23,i,-5.3,3,0
CC1CC(=O)c2c(cc3c(-c4c(O)cc(O)c5c(O)c6c(cc45)OC(C)CC6=O)c(O)cc(O)c3c2O)O1 (configuration not stated),-3,81*,15,-7,6,12,i,49,64*,28
CC(C)(C)NC(=O)COC(=O)CCC(=O)c1cccs1,-8,3,-7,8,-1,0,i,-1.9,1,-4
O=C(c1ccc(Cl)cc1)C(Cn1cncn1)C(Sc1ccccc1)c1ccccc1 (configuration not stated),-19,-2,10,-8,5,6,i,2.4,-2,17
CCN(CC)S(=O)(=O)c1cccc(-c2nnc(SCC(=O)NC3CCCCCCC3)n2N)c1,7,-5,4,-5,-3,-21,i,-0.1,0,5
CCOC(=O)c1c(NC(=O)Cc2ccccc2)sc2c1CC(C)(C)NC2(C)C,-7,-2,-7,-2,-1,-2,i,-1.2,3,-8
COc1cccc(C2C(C#N)=C(N)OC(C(C)(C)C)=C2C#N)c1 (configuration not stated),-1,1,1,-3,10,14,i,-0.6,0,-4
Cc1ccc(NC(=O)CN(c2ccc(Cl)cc2)S(=O)(=O)c2cc([N+](=O)[O-])ccc2Cl)cc1,0,2,-10,3,-2,1,i,2.6,-2,10

structure,MT1-MMP act inh,DNMT1 inh,Scp-1 inhibitor,CendR NRP1 mod,STEP inh,SKN-1 inh,Rpn11 block,LMPTP inh,SUMO1 PPI mod,NadD block
Cc1ccc(-n2c(=O)cc(N3CC(C)OC(C)C3)[nH]c2=O)cc1 (configuration not stated),-1,-3,-7,0,2,2,i,-1.1,4,-3
CCCC(C)c1nnc(NC(=O)C2CCCO2)s1 (configuration not stated),7,-2,-2,-9,2,7,i,0.0,-3,10
Brc1ccccc1OCCCCN1CCCCC1,3,-1,-6,14,0,11,i,-0.7,3,-3
Cc1cc(C(=O)NNC(=S)NCC2CCCO2)cs1 (configuration not stated),-3,-1,3,4,1,-4,i,-0.5,1,-1
O=C(CN1CCc2ccccc2C1)Nc1ccc(OC(F)(F)F)cc1,3,-5,7,9,1,9,i,-0.6,-3,-7
CCc1ccc(C(C)NC(=O)Cc2ccc(F)cc2)cc1 (configuration not stated),0,2,2,6,-3,-3,i,-0.3,0,1
CCOc1ccc(NC(=O)COC(=O)c2ccc3ncsc3c2)cc1OCC,4,0,-6,-7,0,-7,i,-2.1,28,-8
Cc1ccc(S(=O)(=O)c2c(N)n(C)c3nc4ccccc4nc23)cc1,8,-8,-3,0,-2,17,i,0.6,5,-1
O=C(Nc1cccc2nsnc12)c1cccnc1Cl,2,-7,-2,-9,1,-7,i,0.2,-14,6
COc1ccc(Cl)cc1NC(=O)COC(=O)CCCC1=NS(=O)(=O)c2ccccc2N1,0,1,-4,9,-2,12,i,0.2,-1,-11
CC(CCc1ccccc1)NC(=O)Cn1cccc1C(=O)c1ccccc1 (configuration not stated),0,0,-11,-2,0,3,i,0.9,5,-11
O=C(O)CCCC(=O)N1N=C(c2ccccc2)CC1c1cccs1 (configuration not stated),-3,0,-10,8,-3,14,i,-0.6,-7,2
O=S(=O)(c1ccc(SCCOc2ccc(Cl)cc2)nc1)N1CCCC1,-7,-3,-9,-2,1,3,i,1.2,1,7
O=S(=O)(c1ccc(Cl)cc1)N1CCN(CCc2ccncc2)CC1,1,-3,-8,11,0,-1,i,-2.4,-2,1
COc1ccc(/C=C/CN2CCN(CC(C)C)C(CCO)C2)cc1 (configuration not stated),-1,5,12,10,1,2,i,1.2,-3,6
O=S(=O)(NCCc1ccccc1)c1cnc(Cl)c(Br)c1,1,2,-5,16,-3,11,i,2.3,3,-4
COc1ccccc1N1CC(C(=O)Nc2nnc(SC)s2)CC1=O (configuration not stated),0,1,-13,-2,-3,-3,i,-0.8,4,-4
COc1ccc(C2/C(=C(/O)c3ccccc3)C(=O)C(=O)N2c2ccccn2)c(OC)c1 (configuration not stated),9,0,-6,-5,1,-4,i,0.9,-8,2
COc1ccc(CC(=O)OC(C)CN2CCOCC2)cc1 (configuration not stated),-2,0,0,4,-2,-3,i,-0.8,0,3
CCN(c1cccc(C)c1)S(=O)(=O)c1cc2c3c(c1)CCC(=O)N3CCC2,-6,6,5,1,0,-3,i,2.0,-1,-3
Cc1cc(Cl)ccc1OCCCC(N)=O,2,2,-2,6,2,-2,i,-0.2,-4,-5

Limited to NadD block and LMPTP inh (two entries from above):
SMILES | NadD block | LMPTP inh
CCN(c1cccc(C)c1)S(=O)(=O)c1cc2c3c(c1)CCC(=O)N3CCC2 | -3 | 2.0
Cc1cc(Cl)ccc1OCCCC(N)=O | -5 | -0.2

Structural class, the compounds so far containing a thiophene ring, fused or not (6)
structure,MT1-MMP act inh,DNMT1 inh,Scp-1 inhibitor,CendR NRP1 mod,STEP inh,SKN-1 inh,Rpn11 block,LMPTP inh,SUMO1 PPI mod,NadD block
CC1CCC2(CC1)NC(=O)N(CC(=O)NCc1cccs1)C2=O (configuration not stated),-6,12,-2,-7,0,-6,i,-2.2,-2,-4
CC(=O)c1ccc(NC(=O)c2sc3nc4n(c(=O)c3c2C)CCCCC4)cc1,4,-5,-6,-8,-3,-5,i,1.1,-8,4
CC(C)(C)NC(=O)COC(=O)CCC(=O)c1cccs1,-8,3,-7,8,-1,0,i,-1.9,1,-4
CCOC(=O)c1c(NC(=O)Cc2ccccc2)sc2c1CC(C)(C)NC2(C)C,-7,-2,-7,-2,-1,-2,i,-1.2,3,-8
Cc1cc(C(=O)NNC(=S)NCC2CCCO2)cs1 (configuration not stated),-3,-1,3,4,1,-4,i,-0.5,1,-1
O=C(O)CCCC(=O)N1N=C(c2ccccc2)CC1c1cccs1 (configuration not stated),-3,0,-10,8,-3,14,i,-0.6,-7,2
